M5 antag: CHRM5 antagonism in calcium assay; P08912; CHO-hM5 cells, Fluo-8 calcium fluorescence, ACh EC80; inhibition, % at 3 µM; 360,000 compounds, 0.59% hits; AID 624040;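 active = inhibition above a per-plate cutoff, the mean of that plate's test compounds plus 3 SD, cut at about 27% in these data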;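 note: 0% = acetylcholine EC80 with DMSO and 100% = DMSO without agonist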
Target sequence (P08912 whole entry, looked up): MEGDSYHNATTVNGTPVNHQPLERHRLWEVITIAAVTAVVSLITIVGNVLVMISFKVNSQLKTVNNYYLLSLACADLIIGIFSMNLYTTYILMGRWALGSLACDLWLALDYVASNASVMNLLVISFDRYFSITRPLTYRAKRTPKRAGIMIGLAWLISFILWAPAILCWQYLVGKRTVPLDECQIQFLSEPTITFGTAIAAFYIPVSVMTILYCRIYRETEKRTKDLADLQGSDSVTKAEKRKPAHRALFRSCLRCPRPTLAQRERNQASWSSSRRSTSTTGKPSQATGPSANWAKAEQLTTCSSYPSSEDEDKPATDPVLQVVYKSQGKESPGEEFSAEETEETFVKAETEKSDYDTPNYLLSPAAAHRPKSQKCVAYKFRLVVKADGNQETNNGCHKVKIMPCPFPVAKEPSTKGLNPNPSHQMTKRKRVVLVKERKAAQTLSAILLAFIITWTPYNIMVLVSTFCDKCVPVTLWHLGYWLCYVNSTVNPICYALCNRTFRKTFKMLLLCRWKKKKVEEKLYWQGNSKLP
M5 ag: CHRM5 agonism in calcium assay | CHO-K1 hM5 cells, Fluo-8 calcium fluorescence; 0% DMSO wells, 100% maximal acetylcholine response | 360,000 compounds, 0.19% hits | activation, % at 3 µM;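 active = activation above the run's mean over test compounds plus 3 SD, cut at about 23% in these data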;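 note: signal is peak over basal fluorescence ratio across the kinetic read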
CHRM5 PAM: potentiates acetylcholine response at human M5 receptor | P08912 | CHO-K1 hM5, Fluo-8 calcium, ACh EC20 PAM; 0% = ACh EC20, 100% = ACh EC100 | activation, % at 3 µM | 360,000 compounds, 0.3% hits | AID 624038;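 active = activation above the run cutoff, the mean activation of all test compounds plus 3 SD, cut at about 18% in these data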
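system = human M5 receptor in CHO-K1 cells | reagent = EC20 acetylcholine as agonist stimulus | compound dosing = single-point, 3 µM nominal | incubation = Fluo-8 loading 80 min at 37 °C plus 30 min room temperature | detection = Fluo-8 calcium dye fluorescence, kinetic read | benchmarks = low control EC20 acetylcholine (0%), high control EC100 acetylcholine (100%)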
M4 antag: antagonists of human muscarinic M4 receptor (CHRM4) | inhibition, % at 3 µM | 360,000 compounds, 0.73% hits | P08173 | CHO-hM4 cells, ACh EC80, Fluo-8 calcium fluorescence;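 active = inhibition above its plate's cutoff, the mean inhibition of sample wells plus 3 SD, cut at about 27% in these data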;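 note: 0% = acetylcholine EC80 with DMSO and 100% = DMSO without agonist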
CHRM4 PAM: CHRM4 positive allosteric modulation. P08173. CHO-K1 hM4/Gqi5, Fluo-8 calcium fluorescence, ACh EC20; 0% = ACh EC20, 100% = maximal ACh. activation, % at 3 µM. 360,000 compounds, 0.4% hits;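 active = activation above its plate's cutoff, the mean activation of sample wells plus 3 SD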; note: some results filed as inactive read as strong as hits
CHO-K1 Ca antag: counter-screen for M1 antagonists: effect in parental CHO-K1 cells. ATP-induced calcium, Fluo-8 fluorescence. 360,000 compounds, 0.6% hits. AID 602250. inhibition, % at 3 µM;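 active = inhibition above a per-plate cutoff, the plate's mean sample inhibition plus 3 SD, cut at about 24% in these data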;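 note: 0% = DMSO plus EC80 ATP and 100% = DMSO alone without ATP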
M1 ag parental: M1 agonist counterscreen hit in parental CHO-K1 cells. Fluo-8 calcium fluorescence; scaled to maximal ATP response, vehicle zero. activation, % at 3 µM. 360,000 compounds, 0.48% hits. AID 602248; in the data active = activation above about 15%;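 note: untransfected CHO-K1 host cells lacking M1 receptor as counterscreen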
CHO-K1 Ca PAM: counter-screen for M1 PAMs: effect in parental CHO-K1 cells. AID 602247. 360,000 compounds, 0.02% hits. activation, % at 3 µM. ATP EC20, Fluo-8 calcium fluorescence; 0% at ATP EC20, 100% at ATP max;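 active = activation above the run cutoff, the mean activation of all test compounds plus 3 SD, cut at about 40% in these data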;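 note: peak over basal fluorescence ratio in a 140 s read after ATP addition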
CHRM4 agonist: CHRM4 agonism in calcium assay; P08173; CHO-K1 hM4/Gqi5, Fluo-8 calcium fluorescence; vehicle 0%, full acetylcholine response 100%; activation, % at 3 µM; 360,000 compounds, 0.14% hits;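 active = activation above the run mean over all test wells plus 3 SD, cut at about 32% in these data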;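 note: peak over basal fluorescence ratio per well then scaled between controls; 0% = DMSO wells and 100% = acetylcholine at EC100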
An asterisk follows results filed as active.

molecule	M5 antag	M5 ag	CHRM5 PAM	M4 antag	CHRM4 PAM	CHO-K1 Ca antag	M1 ag parental	CHO-K1 Ca PAM	CHRM4 agonist
CCCC(=O)C1=C(c2ccccc2)C(C#N)(C#N)C(C#N)=C1N	-2	-5	-5	-3	1	-1	0.3	8	0
O=S(=O)(c1ccccc1)N1CCCN(S(=O)(=O)c2ccccc2)CC1	0	3	-6	5	-8	-10	4.6	4	7
COc1ccc(OC)c(N=C(C)C2=C(O)COC2=O)c1	5	-2	-2	-1	3	-19	0.5	21	1
Cc1ccc(C(=O)Nc2ccc(S(=O)(=O)N3CCOCC3)cc2)cc1Br	11	-3	-6	3	-2	-7	3.3	14	1
COc1cccc(CC(=O)NC2CCCN(Cc3ccc(Cl)cc3)C2)c1 (stereo unspecified)	7	-11	-3	2	-1	2	0.3	-7	20
CCn1cc(C(=O)N[C@H](C(=O)NC(C)(C)CO)C(C)C)c(=O)c2cc3c(cc21)OCO3	2	-1	2	2	8	-13	0.3	-3	1
CSc1ccc(/C=C(/NC(=O)c2ccco2)C(=O)N2CCCCCC2)cc1	3	0	-1	-8	5	-2	1.3	18	4
O=C(Nc1ccc2c(c1)OCO2)C1CCCCC1	-8	-3	-1	7	-5	0	0.8	-16	1
COc1ccc(NC(=O)CSc2nc3ccncc3[nH]2)c(OC)c1	-14	-1	0	-13	3	-7	3.0	30	6
COc1ccc(C(=O)Nc2c(N)nc(SCC(=O)N3CCCCCC3)[nH]c2=O)cc1OC	-3	0	5	-1	3	-8	0.0	16	0
NS(=O)(=O)c1ccc(CCNC(=O)CSc2nc3ccsc3c(=O)n2Cc2ccccn2)cc1	-4	-2	1	-8	1	-9	0.4	8	0
O=C(c1ccccc1Oc1ccc([N+](=O)[O-])cc1)N1CCOCC1	-12	-2	0	6	4	25*	0.2	-12	2
Cc1ccc(-n2cc[nH]c2=S)cc1C	1	-1	-1	9	-5	-5	0.5	12	0
Cc1ccc(NC(=O)CN(C)C(=O)c2ccccc2Cc2ccccc2)cc1	0	0	-1	-5	-3	5	2.3	16	8
CC(C)(C)C(=O)Nc1cccc2[nH]ncc12	8	-1	6	-8	7	-6	-0.2	16	3
CCCCSc1nnc2[nH]c(=O)cc(N)n12	-5	2	2	4	2	-16	0.0	1	0
CCn1c(NC2CCCCC2)nc2ccccc21	10	-12	-7	-1	-4	-8	-0.3	12	0
CCOC(=O)c1cc(CC)sc1/N=C/c1c(O)ccc2ccccc12	0	-3	-5	7	13	-8	0.0	8	-2
COc1ccc(C(=O)NC2(C(F)(F)F)N=C3SCCN3C2=O)cc1 (stereo unspecified)	10	0	-7	3	6	1	3.8	12	1
CC(C)c1ccc(N(CC(=O)Nc2ccc(S(=O)(=O)N3CCOCC3)cc2)S(C)(=O)=O)cc1	7	3	-10	-1	-7	-9	1.7	3	7
CC(=O)c1ccc(OCC(=O)N2CCCC(Nc3ccc(C)c(C)c3)C2)cc1 (stereo unspecified)	1	-3	-2	1	-6	-1	1.0	-11	1
C=CCOC(=O)Nc1snnc1C	7	0	-5	5	2	3	0.2	3	1
CSCCC1NC(=O)N(CC(=O)Nc2ccc3c(c2)OCCO3)C1=O (stereo unspecified)	-3	3	9	-9	12	-11	0.3	-17	1
CCOC(=O)c1c(C)nc2cc(C)ccn12	2	4	-5	-6	17	-20	0.3	0	1
O=C(c1ccc(N2CCCC2)c([N+](=O)[O-])c1)N1CCN(c2ccccn2)CC1	7	1	-5	1	-6	-13	1.8	13	4

The listing continues:
molecule	M5 antag	M5 ag	CHRM5 PAM	M4 antag	CHRM4 PAM	CHO-K1 Ca antag	M1 ag parental	CHO-K1 Ca PAM	CHRM4 agonist
O=C(Nc1nc(=O)n(C(=O)c2cccc(C(F)(F)F)c2)s1)c1ccccc1	10	0	-4	2	-1	-15	0.9	21	0
O=[N+]([O-])c1ccc(C(O)CSC(=S)N2CCCCC2)cc1 (stereo unspecified)	0	0	-7	-4	-7	-10	2.3	13	6
O=C(CCn1nnc(-c2cccs2)n1)NCc1ccccc1Cl	14	1	-12	4	-3	-4	-0.1	-2	1
CN(C)CCCN(C(=O)c1ccc(S(=O)(=O)N(C)Cc2ccccc2)cc1)c1nc2cc3c(cc2s1)OCO3	21	-4	-15	-7	-9	-6	8.8	9	11
COc1ccc(CN2CCN(C(=O)CC(C)C)CC2)cc1Br	-9	1	-2	-11	-2	3	1.5	11	1
c1cn(-c2ncnc3sc4c(c23)CCCC4)cn1	-4	-5	7	8	2	-13	0.5	19	0
CCOc1ccc(NC(=O)c2ccc(NC(=O)COC(=O)Cc3ccc(OC)cc3)cc2)cc1	-3	-2	-6	1	3	-3	1.0	13	4
CC(C)(C)c1ccc(C(=O)NCCCNC(=O)c2cccnc2)cc1	4	-4	-2	-7	1	-14	0.9	0	1
OC(CN1CCOCC1)CN1CCOCC1	1	0	-1	7	9	-2	-0.1	-5	1
Cc1onc(-c2ccccc2)c1C(=O)N1CCN(Cc2ccccc2)CC1	-4	-1	0	-1	1	8	0.2	25	3
C=C1C2(C(=O)Nc3ccc(SC(F)F)cc3)CCC(C2)C1(C)C (stereo unspecified)	5	-2	-15	-3	-2	23	-0.7	-13	-1
Cc1ccc(S(=O)(=O)Cn2nnnc2C(C(C)C)N2CCc3ccccc3C2)cc1 (stereo unspecified)	9	-2	-2	-1	3	0	0.2	13	-2
Cc1cccc(NC(=O)c2ccc(S(=O)(=O)N(C)C)cc2)n1	-4	-1	-3	5	5	6	0.7	1	3
Cc1ccc(-n2c(=S)[nH]c3c(oc4ccccc43)c2=O)cc1	-10	-3	7	2	-5	-1	0.2	28	2
CN(C)S(=O)(=O)n1cc(/C=C(\NC(=O)c2ccccc2Cl)C(=O)NCCN2CCOCC2)c2ccccc21	17	1	-12	-9	-9	-3	6.1	10	14
O=C(COC(=O)CNS(=O)(=O)c1ccc2ccccc2c1)Nc1ccccc1Sc1ccccc1	2	-4	-5	13	-6	0	0.5	-1	0
Cc1noc(C)c1CSc1nnc2scc(-c3ccccc3)n12	-1	1	5	5	6	-5	-0.2	17	-1
COc1ccc(/C=C2/C(=N)N3N=C(CC(=O)N4CCCC4)SC3=NC2=O)cc1OC	6	-1	-3	2	4	8	-0.3	-26	0
COC(=O)C1=C(C)N(c2ccccc2)C(=S)NC1c1ccccc1C(F)(F)F (stereo unspecified)	-12	-8	-11	0	15	-7	2.1	8	-2
O=C(Nc1nnc(S(=O)(=O)N2CCCCC2)s1)c1cccc(Br)c1	0	2	-2	-3	5	-6	2.1	27	3
Oc1ccc(/C=N/NC(=S)NC2CC3CCC2C3)cc1 (stereo unspecified)	-2	-1	-2	-5	8	-10	2.8	22	8
Cc1ccc(OCC(=O)NNC(=O)CSc2ncnc3sc(C)c(C)c23)cc1	6	-4	4	9	3	8	-0.3	-16	1
O=C(NCc1cccc(C(F)(F)F)c1)C1CC2Cn3c(nc4ccccc43)C2N1Cc1ccccc1 (stereo unspecified)	-7	4	11	-10	7	-4	0.5	2	1
CCC1CN(C(=O)N2CCC(C(=O)NCc3ccco3)CC2)c2ccccc2O1 (stereo unspecified)	-6	1	-2	-19	-4	-13	4.4	-4	11
CCOC(=O)c1c(C)oc2ccc(OC(=O)COc3c(F)c(F)c(F)c(F)c3F)cc12	3	-4	-5	0	2	-5	0.4	9	1

(further entries)
molecule	M5 antag	M5 ag	CHRM5 PAM	M4 antag	CHRM4 PAM	CHO-K1 Ca antag	M1 ag parental	CHO-K1 Ca PAM	CHRM4 agonist
Cc1ccc(-c2nnn(CC(=O)N3CCCCC3)n2)cc1	-8	5	11	-12	1	-1	-0.2	3	1
CCOC(=O)C1=C(CN2c3ccccc3CC2C)NC(=O)NC1c1ccccc1 (stereo unspecified)	1	-5	7	0	3	21	0.3	-7	1
CN(Cc1cnn(-c2ccc(F)cc2)c1)C(=O)[C@H]1O[C@@H](n2cnc3c(N)ncnc32)[C@H](O)[C@@H]1O	3	1	1	-3	-1	-15	0.9	12	1
C=CCNc1oc(-c2cccc(F)c2)nc1C#N	-4	0	-1	-10	10	-10	0.4	22	0
O=C(Nc1ccc(-c2cccc(F)c2)cc1)C1CCCN(Cc2ccccn2)C1 (stereo unspecified)	8	-5	-8	15	-12	1	3.1	-19	11
COc1ccccc1CC(NC(C)=O)C(=O)NC1CCN(C(=O)c2ccc(C)cc2)CC1 (stereo unspecified)	5	-3	-2	-8	2	-3	0.8	-3	1
C=CCSc1ncccc1C(=O)O	-1	-1	-1	2	-1	4	-0.1	14	-1
COc1ccc(C(=O)NN(C)c2nc(-c3ccccc3)cc(C)c2S(C)(=O)=O)cc1	-12	-4	-1	-15	2	-12	-0.3	17	1
COc1ccccc1/C=N/NC(=O)C(C)Cn1cnc2ccccc21 (stereo unspecified)	-1	-2	-2	2	-4	-6	0.8	6	2
O=C(OCC1OC2C(Oc3nc(=O)ccn32)C1O)c1ccccc1 (stereo unspecified)	7	2	-2	0	-1	-1	0.0	6	0

Reformatted with two lines to a compound: two of the compounds above.
Values run as follows: M5 antag	M5 ag	CHRM5 PAM	M4 antag	CHRM4 PAM	CHO-K1 Ca antag	M1 ag parental	CHO-K1 Ca PAM	CHRM4 agonist
CN(C)S(=O)(=O)n1cc(/C=C(\NC(=O)c2ccccc2Cl)C(=O)NCCN2CCOCC2)c2ccccc21
  17	1	-12	-9	-9	-3	6.1	10	14
O=C(COC(=O)CNS(=O)(=O)c1ccc2ccccc2c1)Nc1ccccc1Sc1ccccc1
  2	-4	-5	13	-6	0	0.5	-1	0

Source: PubChem (The Scripps Research Institute Molecular Screening Center)
